Compound activity (PubChem BioAssay)
MOR-DOR ag = agonists of human mu-delta opioid receptor heterodimerization; AID 504326; P35372+P41143; 0.3% of 340,000 active; activation, % at 9.3 µM; cells, OPRM1-OPRD1 heterodimerization, luminescence; in the data active means activation above about 18%;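 further: 0% = vehicle-treated cells and 100% = reference agonist; values of inactives mirror those of a sister screen read the other way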
Target sequence (P35372 whole entry, looked up): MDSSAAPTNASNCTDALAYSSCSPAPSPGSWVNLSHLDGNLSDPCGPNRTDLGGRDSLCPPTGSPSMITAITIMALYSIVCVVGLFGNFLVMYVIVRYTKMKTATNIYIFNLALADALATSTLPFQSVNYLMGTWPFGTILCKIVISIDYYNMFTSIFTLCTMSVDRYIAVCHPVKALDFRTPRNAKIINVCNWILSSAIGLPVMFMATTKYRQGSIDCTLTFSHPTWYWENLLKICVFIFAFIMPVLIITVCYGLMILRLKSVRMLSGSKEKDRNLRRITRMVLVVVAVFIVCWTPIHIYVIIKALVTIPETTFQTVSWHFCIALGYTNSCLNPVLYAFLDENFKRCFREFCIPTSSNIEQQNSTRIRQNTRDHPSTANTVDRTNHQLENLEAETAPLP
Target sequence (P41143 whole entry, looked up): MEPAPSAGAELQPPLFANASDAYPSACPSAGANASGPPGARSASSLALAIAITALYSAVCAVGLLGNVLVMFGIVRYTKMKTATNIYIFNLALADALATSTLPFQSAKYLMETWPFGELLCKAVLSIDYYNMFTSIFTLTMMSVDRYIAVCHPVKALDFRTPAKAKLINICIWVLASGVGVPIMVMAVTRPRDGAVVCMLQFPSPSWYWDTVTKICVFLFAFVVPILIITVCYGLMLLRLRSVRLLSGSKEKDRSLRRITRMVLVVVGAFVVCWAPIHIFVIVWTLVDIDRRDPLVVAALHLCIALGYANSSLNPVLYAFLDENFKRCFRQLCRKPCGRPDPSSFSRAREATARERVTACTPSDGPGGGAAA
SUMO Mot1 rescue = inhibitors of SUMOylation pathway: yeast Mot1-301 growth rescue | S. cerevisiae Mot1-301 growth rescue, ATP luminescence, 38.5C; percent above DMSO median, 100 means doubled | growth rescue, % at 18.8 µM | 1% of 320,000 active | AID 2716;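 active means every valid replicate shows activation above 250% relative to neutral control wells; inactive means the rest, any valid replicate at or below 250%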;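 further: OY570 slx delta 5 strain wells were the positive control but not used for scaling; some compounds called inactive have numbers as strong as hits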
PfHsp90 yeast 2 = reduces growth (ATP signal) of yeast expressing P. falciparum Hsp90; AID 504621; S. cerevisiae expressing PfHsp90, BacTiter-Glo ATP, 48 h; yeast lacking PDR1 and PDR3 efflux regulators; inhibition, % at 9.4 µM; 0.32% of 310,000 active;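 active means every replicate shows inhibition above about 80%, whatever the replicate mean, limit read from the data; inconclusive means mean inhibition reaches the set limit but some replicate falls short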;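 further: 0% = DMSO neutral controls and 100% = 20 µM radicicol positive controls; yeast relying on Plasmodium falciparum Hsp90 in place of its own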
Arrestin-AP2 inh = blocks beta-arrestin peptide binding to AP2 adaptin. inhibition, % at 10 µM. AID 504490. 0.31% of 340,000 active. FITC-arrestin peptide / GST-AP2 beads, flow cytometry; AP2 beta2 appendage carries R879A mutation;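 active means inhibition above a set limit, near 3 SD of compounds lacking own fluorescence, cut at about 54% in these data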;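 further: plate controls were DMSO wells for no effect and 5 µM unlabelled arrestin peptide for full effect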
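System: GST-AP2 R879A bound to glutathione beads, E. coli-expressed. Also added: 50 nM FITC-arrestin peptide. Schedule: compound with beads 12 min RT, then probe 1 h RT. Signal: bead flow cytometry, FITC channel. Read-out basis: percent response.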
AddAB inh = less growth of phage-infected E. coli with AddAB; 0.29% of 330,000 active; E. coli expressing H. pylori AddAB, absorbance growth; inhibition, % at 11.9 µM; AID 435030; in the data active means inhibition above about 12%;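 further: 0% = vehicle wells of infected cells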
Tat transport = blocks Tat-dependent protein export in E. coli; E. coli MC4100 TorA-mCherry Tat export, fluorescence; inhibition, % at 10 µM; 0.036% of 340,000 active; AID 488895;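 active means mean replicate inhibition at least 50% and at least half of replicates individually reaching 50%; inconclusive means only one of the two criteria met; inactive means neither criterion met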;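 further: exported cargo escapes ClpAP degradation while cytoplasmic cargo is degraded and loses fluorescence; 0% = median of neutral control wells and 100% = median of NaSCN control wells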
DSG3 Ab inh = inhibitors of pemphigus antibody binding to human desmoglein-3 | P32926 | DSG3-coupled beads, scFv-anti-DSG3-GFP binding, flow cytometry; hits give low values | binding (percent of control), % at 10 µM | 0.48% of 310,000 active | AID 588358;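 active means binding more than 3 SD below its plate's average and above zero; inconclusive means below that plate limit but binding exactly zero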;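 further: hits lower antibody fragment binding to DSG3; some compounds called inactive have numbers as strong as hits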
OPRM1-OPRD1 inv = inverse agonist of human OPRM1-OPRD1 heterodimerization. P35372+P41143. cell-based MOR-DOR heterodimer luminescence, inverse agonism. inhibition, % at 9.3 µM. 0.21% of 340,000 active. AID 504357; in the data active means inhibition above about 22%, passing the limit was not always enough;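 further: 0% = cells with DMSO and 100% = wells without cells with DMSO; values of inactives mirror those of a sister screen read the other way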
PKA-R1A act = activates the PKA-R1A holoenzyme complex | P00514+P68181 | PKA-R1A dissociation, Cy5-IP20 fluorescence polarization; scaled: DMSO 0%, 113 µM cGMP 100% | activation, % at 11.4 µM | 0.083% of 340,000 active;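 active means percent activation above the mean of all tested compounds plus 3 SD, cut at about 19% in these data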;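 further: higher means more PKAc released from R1A so a rise in polarization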
phage Ecoli inh = E. coli growth loss with phage present; growth absorbance; 0.26% of 360,000 active; AID 651602; inhibition, % at 11.9 µM; in the data active means inhibition above about 11%
E coli growth = counter-screen for AddAB inhibitors: E. coli growth inhibition | 0.27% of 330,000 active | E. coli V3065 growth, OD600 absorbance, 18 h | inhibition, % at 11.9 µM;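 active means inhibition above the campaign's mean inhibition across all tested compounds plus 3 SD, cut at about 9.9% in these data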;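 further: uninfected addAB+ strain grown without phage in ampicillin broth; 0% = DMSO wells and 100% = ciprofloxacin 0.95 µg/ml wells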
* marks the source's active call; other numbers are inactive results; i = inactive; ? = inconclusive; / = no result given.

SMILES	MOR-DOR ag	SUMO Mot1 rescue	PfHsp90 yeast 2	Arrestin-AP2 inh	AddAB inh	Tat transport	DSG3 Ab inh	OPRM1-OPRD1 inv	PKA-R1A act	phage Ecoli inh	E coli growth
NC(=O)c1cc(NC(=O)c2cc(Br)c(Br)s2)cc(C(N)=O)c1	-1.1	11	/	33	1.4	0	116	5	2	1.4	2.2
CCCCCCSc1nc(O)c(C2OC(=O)c3c2ccc(OC)c3OC)c(=O)n1CC (stereo unspecified)	-0.7	-14	-5	22	2.9	-1	102	4	-1	-0.1	1.5
CCOC(=O)c1cncc(NC(=O)c2ccccc2)c1	-1.7	5	6	5	2.4	2	106	7	-17	3.5	-0.3
CCN1C(=O)[C@H]2[C@@H](c3ccc(-c4cccc(Cl)c4)cc3)N[C@@](CC(C)C)(C(=O)OC)[C@H]2C1=O	-0.6	2	7	29	2.5	0	106	3	-9	2.1	-1.2
Cc1cccc(NC(=O)C2CCCN(C(=O)Nc3ccccc3)C2)c1C (stereo unspecified)	-0.9	1	-7	8	-3.1	-6	107	5	5	1.9	-2.5
COc1cccc(C(=O)N(Cc2ccco2)Cc2cc3cccc(C)c3[nH]c2=O)c1	-0.3	-2	16	10	0.3	-1	/	2	-4	-0.6	-0.7
Cn1c(CNC(=O)c2ccccc2F)nnc1SCC(=O)Nc1nncs1	0.7	-21	1	47	0.7	5	104	-5	5	1.2	0.3
O=C1C2C3C=CC(C2C(=O)N1CCO)C1C(=O)N(CCO)C(=O)C31 (stereo unspecified)	-3.2	-10	-34	-8	-0.1	3	106	14	-15	-1.8	2.5
NS(=O)(=O)c1ccc(NC(=S)NCc2cccs2)cc1	-0.4	40	-21	15	3.4	0	102	2	-6	2.1	-0.7
COc1ccc(OC)c(C(=O)COC(=O)c2cccnc2SC)c1	-3.6	/	-8	-8	/	9	101	18	-6	-0.3	/
CC(NC(=O)C1CCCN(C(=O)N(C)C)C1)c1ccccc1 (stereo unspecified)	-1.1	-1	20	0	-1.7	-1	107	6	-8	4.1	-0.4
O=C(COc1ccc2ccccc2c1Br)NCc1ccccn1	-1.4	-2	-20	1	0.2	23	102	7	3	3.2	2.8
O=C(Cn1cc(/C=N/NC(=O)c2ccccc2Br)c2ccccc21)Nc1ccc(F)cc1	-0.4	-12	8	12	0.9	1	105	3	1	5.3	-0.5
CCOc1ccc(NC(=O)CNc2ccc(C)cc2Cl)cc1	1.2	811*	/	1	-0.7	3	100	-6	-12	1.6	-0.4
Cc1csc(NC(=O)c2cccc([N+](=O)[O-])c2C(=O)O)n1	-5.6	78	1	23	0.9	-7	94	26	-3	1.3	-1.9
CN(C)c1nc(OCC(=O)NC(C)(C)C)nc(N(C)C)n1	-0.7	-8	3	3	4.1	-2	96	4	-5	3.3	-1.1
Cc1cc(C)nc(Sc2nc(C)nc3c2oc2ccccc23)n1	-3.0	-15	-15	-10	1.7	-1	99	14	-7	0.0	1.1
O=C(CSc1nnnn1-c1ccc(F)cc1)NCc1cccs1	-0.4	-2	/	-6	0.3	-1	127	2	-4	4.1	0.2
COc1ccc(COC(=O)C2=C(C)NC(=O)NC2c2ccc(OC)c(OC)c2)cc1 (stereo unspecified)	-2.0	1	-8	13	0.0	-2	117	10	-1	0.7	-0.8
Cc1ccc(C)c(N2C(=O)C3C4C=CC(CC4)C3C2=O)c1 (stereo unspecified)	-0.9	47	-3	-3	2.0	-3	135	4	6	-0.2	-0.4
Cc1ccc2oc(=O)n(CC(=O)OCCC(C)C)c2c1	1.9	-12	-12	31	1.5	4	83	-10	3	3.5	-0.4
CCCCNC(=O)C1c2cc(OC)c(OC)cc2C(=O)N(C)C1c1ccc(OC)cc1 (stereo unspecified)	-0.9	-5	9	22	3.3	-8	103	5	1	0.6	0.7
O=C(c1cccc(O)c1)N1CCN(C(=O)C2CC2)CC1	-4.6	-7	0	35	4.5	-1	106	18	-5	1.9	2.4
CCc1ccc(-c2nc(CN3CCCC(C(=O)NCCc4ccc(OC)c(OC)c4)C3)c(C)o2)cc1 (stereo unspecified)	-0.3	-7	24	-7	5.7	9	105	1	-3	0.3	-0.6
CN(C)c1ccc(C(=O)n2nnc3ccccc32)cc1	-0.2	-12	5	0	2.0	?	124	1	7	1.6	0.5
N#CC1(NC(=O)COC(=O)CCCN=C2NS(=O)(=O)c3ccccc32)CCCCC1	-2.8	-11	10	16	4.0	-3	114	16	-13	3.1	-0.3
CCC(C)(C(=O)NC1CCCC1)N(C)C(=O)Cc1c[nH]c2ccccc12 (stereo unspecified)	-1.2	-3	-3	-4	-1.4	-13	104	6	3	1.3	0.3
COC(=O)CCCCC1SCC(NC(=O)OC)C1NC(=O)OC (stereo unspecified)	-0.3	/	1	5	-1.8	12	104	2	0	2.2	4.6
COc1ccccc1CNC(=O)C1CCN(S(C)(=O)=O)CC1	-1.8	-25	/	-7	0.4	-2	/	11	5	-1.1	1.6
NC(N)=NNC(=O)c1ccccc1Cl	-2.3	-10	-1	-3	1.2	-6	129	13	-3	-0.3	0.0
O=C(c1cc2ccccc2o1)N(Cc1ccco1)Cc1cccs1	4.7	11	-16	2	-1.9	-1	105	-31	-7	0.2	-1.3
O=C(NCc1ccncc1)NC1CCCCC1	-2.1	-3	-8	-6	1.0	0	98	11	-3	2.5	-0.9
CC(=O)Nc1ccc(N2C(=O)CC(Sc3nc4ccccc4s3)C2=O)cc1 (stereo unspecified)	0.9	-1	7	3	3.1	-3	94	-7	-2	6.2	3.6
O=C1NCCOC(=O)[C@@H](Cc2ccc(F)cc2)CC/C=C/C[C@H]1CC(=O)N(CCO)Cc1ccccc1	-1.4	/	0	-17	-1.9	-5	89	7	4	2.6	-3.0
COc1ccc(-n2cc(CNCc3cnc4ccccn34)c(-c3cccc(F)c3)n2)cc1	4.0	5	-3	-2	1.8	4	109	-20	-7	4.0	1.9
Cc1ccc(NC(=O)/C(=C\c2cccnc2)NC(=O)c2ccco2)cc1	-2.7	i	/	5	3.6	-3	87	15	-9	1.9	-1.0
CC(C)=CCC/C(C)=C/CNC(=O)C[C@H]1C[C@H](C(=O)N2CCOCC2)[C@@]2(C)c3[nH]c4cc(-c5ccco5)ccc4c3CCN2C1=O	-1.2	/	-20	41	-0.4	2	100	5	-6	/	-2.1
O=C(Cc1ccccc1)NCC(=O)N1CCN(c2ccccc2)CC1	-2.9	-17	7	-10	0.7	11	108	15	-4	-1.3	-0.2
CCOC(=O)c1cn(Cc2ccc(Br)cc2)nn1	-3.0	-10	/	-5	0.5	-2	110	16	-2	5.5	0.3
COc1ccc(NC(=O)CN(C)C(=O)c2ccc(NC3CC3)c([N+](=O)[O-])c2)cc1	0.8	13	-10	5	-2.2	-10	101	-5	2	-0.5	0.0
Cc1cc(C)n2nc(SCc3nnc(SCc4ccccc4C)s3)nc2n1	-1.1	-9	1	0	1.3	6	121	7	1	-0.8	-0.4
COc1ccc(COC(=O)C2=C(C)NC(=O)NC2c2ccccc2)cc1 (stereo unspecified)	-1.9	3	16	-8	1.8	2	112	10	-5	-3.2	1.1
Clc1ccc(CSc2ncn(-c3ccccc3)n2)cc1	4.4	-7	/	0	2.9	12	108	-20	-10	2.2	2.7
CCN1CCN(C2=C(NS(=O)(=O)c3ccc(NC(C)=O)cc3)C(=O)c3ccccc3C2=O)CC1	-0.5	-9	-1	2	10	-4	97	3	-6	2.0	8.7
CC([NH2+][O-])C(C)(C)NO (stereo unspecified)	-1.4	-20	10	5	-1.4	5	97	8	-2	0.9	-0.7
O=[N+]([O-])c1cccc(CN2CCCCCC2)c1	-2.7	10	-4	22	5.5	-2	106	13	0	-0.6	1.9
O=C(NCC1CCCO1)C1CCCN1C(=O)Nc1ccc(Cl)cc1 (stereo unspecified)	-3.2	8	-54	17	-1.2	2	96	16	-3	3.9	-0.4
CCCN(C(=O)COC(=O)c1cc(CC)c(C)s1)c1c(N)n(Cc2ccccc2)c(=O)[nH]c1=O	0.1	9	-2	5	-1.0	5	98	-1	-3	2.5	1.3
Cc1ccc(OCCNC(=O)CCNS(=O)(=O)c2ccc3ccccc3c2)cc1	-0.8	-7	-6	0	-2.0	-11	102	3	-11	0.7	-0.3
CC(=O)c1cccc(NC(=O)c2ccc(NS(C)(=O)=O)cc2)c1	-1.6	-8	-5	-3	1.7	-1	85	7	5	5.0	2.7
COc1ccc(-c2nc(CN3CCN(C(=O)c4ccco4)CC3)c(C)o2)cc1OC	-1.6	-6	-11	25	0.6	5	94	8	-7	1.3	-2.1
COC(=O)CCC(=O)Nc1ccc(C)cc1OC(=O)CCC(=O)OC	-2.0	-6	/	20	2.0	-8	108	10	2	2.6	0.4
O=C(COC(=O)c1cnc(Cl)c(Cl)c1)NCc1ccco1	-0.3	-5	-22	-15	-0.3	-5	106	1	-7	2.5	0.2

Already shown: entries from further up.
SMILES	MOR-DOR ag	SUMO Mot1 rescue	PfHsp90 yeast 2	Arrestin-AP2 inh	AddAB inh	Tat transport	DSG3 Ab inh	OPRM1-OPRD1 inv	PKA-R1A act	phage Ecoli inh	E coli growth
Clc1ccc(CSc2ncn(-c3ccccc3)n2)cc1	4.4	-7	/	0	2.9	12	108	-20	-10	2.2	2.7
CCN1CCN(C2=C(NS(=O)(=O)c3ccc(NC(C)=O)cc3)C(=O)c3ccccc3C2=O)CC1	-0.5	-9	-1	2	10	-4	97	3	-6	2.0	8.7
CC([NH2+][O-])C(C)(C)NO (stereo unspecified)	-1.4	-20	10	5	-1.4	5	97	8	-2	0.9	-0.7
O=[N+]([O-])c1cccc(CN2CCCCCC2)c1	-2.7	10	-4	22	5.5	-2	106	13	0	-0.6	1.9
O=C(NCC1CCCO1)C1CCCN1C(=O)Nc1ccc(Cl)cc1 (stereo unspecified)	-3.2	8	-54	17	-1.2	2	96	16	-3	3.9	-0.4
CCCN(C(=O)COC(=O)c1cc(CC)c(C)s1)c1c(N)n(Cc2ccccc2)c(=O)[nH]c1=O	0.1	9	-2	5	-1.0	5	98	-1	-3	2.5	1.3
Cc1ccc(OCCNC(=O)CCNS(=O)(=O)c2ccc3ccccc3c2)cc1	-0.8	-7	-6	0	-2.0	-11	102	3	-11	0.7	-0.3
CC(=O)c1cccc(NC(=O)c2ccc(NS(C)(=O)=O)cc2)c1	-1.6	-8	-5	-3	1.7	-1	85	7	5	5.0	2.7
